TEAD-YAP inh: TEAD-YAP interaction inhibition, primary screen, TEAD-YAP interaction inhibitor project, luminescence, HEK-TIYL cells. inhibition, % at 9.12 µM. TEAD-Gal4/YAP UAS-luciferase luminescence. AID 1259422, 2018. 640,000 tested, 1.4% active; in the data active = inhibition above about 32%;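 note: 0% = median of test compound wells and 100% = reference inhibitor wells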
MITF primary: MITF inhibitors, primary screen, biochemical, AlphaScreen, human | inhibition, % at 2.6 µM | 650,000 tested, 0.91% active | AlphaScreen MITF homodimerization, bead proximity signal | AID 1259374, 2018; in the data active = inhibition above about 50%;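 note: 0% = vehicle wells with protein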
GPR151 ag: activators of human GPR151, primary screen, cell-based, PathHunter beta-arrestin, luminescence; G-protein coupled receptor 151 (Homo sapiens), Q8TDV0; 650,000 tested, 1% active; activation, % at 11.2 µM; PathHunter beta-arrestin GPR151 cells; AID 1508602, 2020; in the data active = activation above about 4.9%;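 note: 0% = median of compound wells and 100% = cells with positive control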
Target sequence (Q8TDV0 whole entry, looked up): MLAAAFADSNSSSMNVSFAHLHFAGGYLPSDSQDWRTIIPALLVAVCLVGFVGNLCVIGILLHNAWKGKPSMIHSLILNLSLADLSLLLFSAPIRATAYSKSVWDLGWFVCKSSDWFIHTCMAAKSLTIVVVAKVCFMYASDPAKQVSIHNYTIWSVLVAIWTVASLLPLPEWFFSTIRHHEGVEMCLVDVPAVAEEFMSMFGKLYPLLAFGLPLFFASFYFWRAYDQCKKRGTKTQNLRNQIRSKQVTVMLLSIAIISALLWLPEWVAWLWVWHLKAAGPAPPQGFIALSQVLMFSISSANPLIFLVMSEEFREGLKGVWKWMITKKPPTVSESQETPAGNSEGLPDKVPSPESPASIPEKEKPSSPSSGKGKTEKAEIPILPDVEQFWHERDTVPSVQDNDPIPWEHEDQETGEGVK
FBW7 activator: FBW7 E3 ligase activators, primary screen, biochemical, AlphaScreen, human | F-box/WD repeat-containing protein 7 (Homo sapiens), Q969H0 | AlphaScreen FBW7–phospho-cyclin E peptide binding, activator screen | normalized activity (activation), % at 26.1 µM | 650,000 tested, 0.13% active; in the data active = normalized activity above about 1.9%;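 note: purified mutant Fbw7 with reduced substrate affinity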
Target sequence (Q969H0 whole entry, looked up): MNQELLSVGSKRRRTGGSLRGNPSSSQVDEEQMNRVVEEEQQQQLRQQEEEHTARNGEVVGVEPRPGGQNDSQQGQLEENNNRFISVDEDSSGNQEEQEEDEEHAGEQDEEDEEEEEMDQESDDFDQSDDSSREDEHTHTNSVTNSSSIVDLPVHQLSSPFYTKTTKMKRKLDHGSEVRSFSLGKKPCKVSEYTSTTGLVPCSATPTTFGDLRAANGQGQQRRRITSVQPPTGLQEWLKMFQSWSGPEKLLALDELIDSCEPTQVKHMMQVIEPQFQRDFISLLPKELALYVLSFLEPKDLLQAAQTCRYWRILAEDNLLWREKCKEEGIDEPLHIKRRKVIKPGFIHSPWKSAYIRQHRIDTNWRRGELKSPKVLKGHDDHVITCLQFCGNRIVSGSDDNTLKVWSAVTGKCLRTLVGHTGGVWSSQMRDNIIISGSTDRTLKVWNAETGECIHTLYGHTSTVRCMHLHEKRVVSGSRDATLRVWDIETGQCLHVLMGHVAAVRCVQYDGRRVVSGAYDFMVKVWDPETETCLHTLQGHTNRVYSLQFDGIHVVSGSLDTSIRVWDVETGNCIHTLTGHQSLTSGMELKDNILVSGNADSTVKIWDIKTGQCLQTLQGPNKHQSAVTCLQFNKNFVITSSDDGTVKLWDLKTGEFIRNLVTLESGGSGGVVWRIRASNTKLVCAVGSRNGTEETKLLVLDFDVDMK
* hit, by the source's call; & = joins results of further samples.

SMILES	TEAD-YAP inh	MITF primary	GPR151 ag	FBW7 activator
CCC(NC(=O)c1ncn[nH]1)c1ccccc1 (stereo not given)	-2	19	0.0	-1.4
COc1ccc(CCNc2c(-c3ccc(O)cc3)nc3cnccn23)cc1OC	-1	9	-0.1	-0.1
COc1cccc(OC)c1CN1CCC2(CCC(CNC(=O)c3ccccc3)O2)CC1 (stereo not given)	-4	9	-0.2	0.1
O=c1c(Cl)c(NC2CCCCC2)cnn1C12CC3CC(CC(C3)C1)C2	12	4	1.3	0.6
CC(C)C(=O)NC(C)c1nnc2n1CCN(Cc1ccc3cccnc3c1)CC2 (stereo not given)	-1	-3	5.0*	0.0
O=C(Nc1nnc(CCS(=O)(=O)c2ccc3ccccc3c2)s1)C1CCCCC1	-11	-10	1.0	0.1
COc1cccc(NC(=O)CN(C)S(=O)(=O)c2ccc3ccccc3c2)c1	1	20	-0.3	1.2
Cc1ncn(-c2ccc(Nc3nccc(-c4cc(C#N)cc(NC(C)C)c4)n3)cc2)n1	10	13	1.0	0.1
Cc1ccc(C(=O)CC2(O)C(=O)N(Cc3ccccc3)c3ccccc32)cc1 (stereo not given)	1	-4	2.5	0.0
Cn1c(SCC(=O)Nc2ccc3c(c2)OCCO3)nnc1-c1cccs1	14	14	-0.9	0.3
CCOc1ccc(-c2ncnn2-c2ccc(C)c(Cl)c2)cc1	-8	16	-0.4	0.1
CC1CCCCC1NC(=O)C(=O)Nc1ccc2nc3n(c(=O)c2c1)CCCCC3 (stereo not given)	1	7	-1.4	1.3
O=S(=O)(c1ccc(F)cc1)N1CCN(Cc2cccc3ccccc23)CC1	-16	82*	0.2	0.5
Cc1ccc(C)c(N2CCN(S(=O)(=O)c3ccc4c(c3)NC(=O)CC(=O)N4)CC2)c1	2	-7	1.0	0.1
Cc1ccsc1CN1CCC(C(=O)N2CCCC(C)C2)CC1 (stereo not given)	-9	45	0.3	-0.1
Cc1onc(-c2ccccc2)c1C(=O)N1CCC2(CC1)CC2C(=O)NCCc1ccccn1 (stereo not given)	6	24	-1.3	0.6
Cc1cc(=O)[nH]c(SCC(=O)NC2CCCC(C)C2C)n1 (stereo not given)	5	-8	-1.2	0.1
COc1cc(OC)cc(-c2cc3nc(C)cc(NCc4cccnc4)n3n2)c1	-59	-4	-0.9	-0.2
COC(=O)CN1C(CCN2CCOCC2)=Nc2ccc(Br)cc2C1c1ccccc1 (stereo not given)	-15	3	1.3	0.0
Cc1ccc(-n2c3c(cc(C(=O)N4CCN(C)CC4)c2=O)C(=O)CCC3)cc1	-8	4	-1.4	-0.1
Cc1ccc(/C=C2\SC(=Nc3ccc(Cl)cc3)NC2=O)cc1	-1	13	1.1	0.0
Cc1c(-c2cc[n+]([O-])cc2)oc2ccc(Br)cc2c1=O	-1	10	-0.9	0.0
Cn1c(N)c(Sc2ccc([N+](=O)[O-])cc2)c(=O)n(C)c1=O	5	-1	2.6	-0.1
C(=N\Nc1ncnc2sc3c(c12)CCC3)/c1ccc2c(c1)OCO2	-14	9	0.1	0.3
CCCCC1=NN2C(=N)/C(=C/c3ccc(OCCOc4ccc(C)cc4)cc3)C(=O)N=C2S1	-1	11	-0.8	0.1
CCC(c1nnnn1C(C)(C)C)N1CCN(Cc2ccc3c(c2)OCO3)CC1 (stereo not given)	9	11	0.0	0.3
Cn1cnc2c(=S)[nH]c(=O)n(Cc3ccccc3)c21	-13	3	-0.2	-0.1
O=C(NNC(=O)C1CCCCC1)c1ccccc1Cl	-5	2	0.4	0.0
CC(C)(C)c1ccc(C(=O)N2CCN(c3c(Cl)cccc3[N+](=O)[O-])CC2)cc1	7	1	-0.1	-0.1
Cc1cc(C)nc(SCc2cc(=O)c(OC(=O)c3ccc(OC(C)C)cc3)co2)n1	-18	4	0.2	0.1
CC(C)(C)c1ccccc1OCC(=O)NCc1ccco1	-5	-5	1.3	0.0
COc1ccc(-c2nc3n(n2)C(c2cccnc2)C(C(N)=O)=C(C)N3)cc1 (stereo not given)	7	11	-1.2	0.1
CCOC(=O)c1c(NC(=O)CSc2nnc(CNC(=O)Cc3ccccc3)n2-c2cccc(C)c2)sc2c1CCCC2	9	12	-1.7	0.1
COc1ccc(N2C(=O)CC(N3CCN(c4ccc(O)cc4)CC3)C2=O)cc1 (stereo not given)	5	5	0.5	0.5
CCC(C)Nc1nc(NC)nc(NC(C)CC)n1 (stereo not given)	2	3	1.8	-0.2
COC(=O)c1cc(NC(=S)NC(=O)c2ccc(F)cc2)cc(C(=O)OC)c1	-5	5	0.4	-0.1
CC1(C)CC(=O)C2=C(C1)OC(c1cccnc1)C(C#N)=C2N (stereo not given)	-7	14	-0.9	-0.1
CCOC(=O)c1ccc(N2Cc3cc4c(cc3C2)CN(c2ccc(C(=O)OCC)cc2)C4)cc1	-2	10	-0.1	0.0
O=C(NCc1cccnc1)c1cc(S(=O)(=O)N2CCCC2)c(Cl)cc1Cl	4	2	-0.1	-0.1
Fc1ccc(Nc2nc(NCC3CCCO3)c3ccccc3n2)cc1 (stereo not given)	42*	-8	-0.6	-0.1
COc1cccc(NC(=O)CSc2cc(C)c3ccccc3n2)c1	-1	3	0.2	0.1
Oc1ccc(-c2cnc3ccc(NCc4ccc5c(c4)OCO5)nn23)cc1	4	-2	-0.7	0.1
COc1cc(/C=N/Nc2nc3c(c(=O)n(C)c(=O)n3C)n2C)ccc1O	-5	4	3.7	0.7
COc1ccc(C(=O)Nc2sc3c(c2C#N)CCCC3)c(OC)c1	-19	-2	0.8	0.0
O=C(CC1C(=O)NCCN1C1CCCC1)NCCC1=CCCCC1 (stereo not given)	-9	10	-0.5	0.2
O=C(CSc1nc(-c2cccc([N+](=O)[O-])c2)cs1)NCc1ccco1	-14	-8	-4.1	0.0
COC(CN(C)c1ccc(-c2ccccc2SC)cn1)OC	-11	17	0.9	-0.1
O=C(Nc1nc2c(s1)C(=O)CC(C(=O)NCCCN1CCOCC1)C2)c1cccs1 (stereo not given)	-11	-2	-2.4	0.0
Cc1ccc(Cl)cc1-n1c(SCC(=O)NCCc2ccc(S(N)(=O)=O)cc2)nc2n[nH]c(C)c2c1=N	-1	6	2.3	0.0
COc1ccc(S(=O)(=O)NC(CC(=O)N2CCc3ccccc32)C(C)C)cc1 (stereo not given)	12	4	-1.1	0.3
CC(=O)Nc1ccc(S(=O)(=O)NC(CC(=O)NCCC2=CCCCC2)C(C)C)cc1 (stereo not given)	0	9	-2.0	0.1
NC(=O)c1ccc(NC(=O)CSc2nc3ccccc3[nH]2)cc1	11	-9	-0.9	0.0
CC(/C=C/c1ccco1)=N/NC(=O)COc1cccc(Cl)c1	2	13	0.9	0.2
CC1=C(C(=O)OCc2ccccc2)C(c2cccc([N+](=O)[O-])c2)CC(=O)N1 (stereo not given)	1	-5	0.5	-0.2
CSc1ncc(Cl)c(C(=O)N(Cc2ccccc2)C2CCS(=O)(=O)C2)n1 (stereo not given)	-3	12	0.9	0.0
Cc1ccc(-c2n[nH]c(=O)c3ccccc23)cc1S(=O)(=O)Nc1ccc(OCC(N)=O)cc1	4	-3	-0.9	-0.1
CCOc1ccc2cc(C(N)=O)c(=N)oc2c1	-9	-18	-0.1	0.0
O=C(Nc1cccc(N2CCC(NC3Cc4ccccc4C3)CC2)c1)c1cccnc1	-1	-15	0.1	-0.3
CSc1ncc(CN2CCN(CC3CCCCC3)C(CCO)C2)cn1 (stereo not given)	14	6	0.1	-0.2
CC(=O)c1cc(CC(=O)N2CCC(CCC(=O)NCC3CCCO3)CC2)cs1 (stereo not given)	-4	8	1.2	0.1

12 successive compounds already listed:
SMILES	TEAD-YAP inh	MITF primary	GPR151 ag	FBW7 activator
O=C(CSc1nc(-c2cccc([N+](=O)[O-])c2)cs1)NCc1ccco1	-14	-8	-4.1	0.0
COC(CN(C)c1ccc(-c2ccccc2SC)cn1)OC	-11	17	0.9	-0.1
O=C(Nc1nc2c(s1)C(=O)CC(C(=O)NCCCN1CCOCC1)C2)c1cccs1 (stereo not given)	-11	-2	-2.4	0.0
Cc1ccc(Cl)cc1-n1c(SCC(=O)NCCc2ccc(S(N)(=O)=O)cc2)nc2n[nH]c(C)c2c1=N	-1	6	2.3	0.0
COc1ccc(S(=O)(=O)NC(CC(=O)N2CCc3ccccc32)C(C)C)cc1 (stereo not given)	12	4	-1.1	0.3
CC(=O)Nc1ccc(S(=O)(=O)NC(CC(=O)NCCC2=CCCCC2)C(C)C)cc1 (stereo not given)	0	9	-2.0	0.1
NC(=O)c1ccc(NC(=O)CSc2nc3ccccc3[nH]2)cc1	11	-9	-0.9	0.0
CC(/C=C/c1ccco1)=N/NC(=O)COc1cccc(Cl)c1	2	13	0.9	0.2
CC1=C(C(=O)OCc2ccccc2)C(c2cccc([N+](=O)[O-])c2)CC(=O)N1 (stereo not given)	1	-5	0.5	-0.2
CSc1ncc(Cl)c(C(=O)N(Cc2ccccc2)C2CCS(=O)(=O)C2)n1 (stereo not given)	-3	12	0.9	0.0
Cc1ccc(-c2n[nH]c(=O)c3ccccc23)cc1S(=O)(=O)Nc1ccc(OCC(N)=O)cc1	4	-3	-0.9	-0.1
CCOc1ccc2cc(C(N)=O)c(=N)oc2c1	-9	-18	-0.1	0.0

New compounds follow.
SMILES	TEAD-YAP inh	MITF primary	GPR151 ag	FBW7 activator
Cc1ccc(Nc2nnc(SCC(=O)NC(Cc3ccccc3)C(=O)O)s2)c(C)c1 (stereo not given)	-1	0	0.5	0.0
CC(C)NC(=O)[C@@H]1C[C@@H](NCc2ccc(OCc3ccccc3)cc2)CN1C(C)C	-2	7	-0.6	0.0
CCC(=O)N1CC2(C(C)C)CN(C(=O)CC)CC(C(C)C)(C1)C2=O	-52	-1	-0.6	-0.3
C=CCn1c(SC)nc2sc3c(c2c1=O)CCCC3	-6	6	-2.2	-0.1
O=C(CNC(=O)c1ccccc1)N/N=C/c1cccc(Br)c1	0	7	-1.6	-0.1
CCOC(=O)c1cc2c(nc1NC(=S)NC(=O)c1ccccc1)CC(C)(C)OC2	-10	-1	4.5	0.1
O=C(CNc1cccc2ccccc12)c1ccc([N+](=O)[O-])cc1	12	2	-0.3	-0.4
O=C(NCCCS(=O)(=O)N1CCN(c2ccccc2)CC1)c1ccc2c(c1)OCO2	6	-6	1.6	-0.1
CCOC(=O)c1csc(NC(=S)C(=O)c2cc(OC)cc(OC)c2)n1	-2	11	-1.4	0.2
CCSc1nnc2c(n1)OC(c1ccc(C(=O)O)cc1)N(C(=O)CC)c1ccccc1-2 (stereo not given)	-1	3	-0.5	0.2
COc1cc(C(=S)N2CCCCC2)cc(OC)c1OC(=O)c1cccc2ccccc12	-15	-3	1.7	-0.5
COCCNC(=O)N1CCC(c2ccc(OC)cc2)C1 (stereo not given)	8	16	0.1	-0.2
O=c1c2cccc3c2c(nn1CCN1CCCCC1)-c1ccccc1-3	80*	18	0.5	0.2
O=c1[nH]c2cc(Cl)ccc2n1-c1ccccc1	9	27	0.4	-0.3
Fc1ccc(Nc2ncnc3ccccc23)cc1Cl	-11	9	-0.2	0.1
COc1cccc2c1OC1(CCN(C(=O)c3ccoc3)CC1)OC2	11	4	0.3	0.0
CCC(C)C(=O)Nc1ccc2c(c1)C(=O)NC2=O (stereo not given)	-2	18	1.5	0.7
Cc1ccc(C2=CC(c3cccc(C)c3)n3ncnc3N2)cc1 (stereo not given)	-2	1	-0.1	0.1
CCCCc1ccc(NC(=O)c2ccc(NC(N)=O)cc2)cc1	-8	35	0.0	-0.2
O=C(NC(=O)C(F)(F)F)NC1C2CC3CC(C2)CC1C3 (stereo not given)	8	9	-0.1	-0.1
O=[N+]([O-])c1ccccc1S(=O)(=O)N1CCc2ccccc2C1	-4	7	0.9	-0.1
CC(=O)c1ccc(NC(=O)C23CC4CC(C2)CC(C(=O)Nc2ccc(C(C)=O)cc2)(C4)C3)cc1	6	-2	-0.5	0.2
Cc1ccc(-c2c(C(=O)Nc3ccc(S(=O)(=O)NC(=O)c4ccccc4)cc3)oc(=O)c3ccccc23)cc1	-3	1	0.6	-0.2
COc1cccc(C(=O)Nn2c(C3CC3)nc3cc(Cl)ccc3c2=O)c1OC	1	-6	0.2	0.2
CCCCCOc1cc(Cl)c(Cl)cc1Cl	4	11	1.6	0.1
O=C(Nc1ccc(-c2nc3ncccc3o2)cc1)c1ccc(-c2cccc([N+](=O)[O-])c2)o1	3	0	-1.5	-0.1
COc1ccc2nc(SCC(=O)Nc3ccc(N4CCOCC4)cc3)c(C#N)cc2c1	7	-3	2.0	0.0
Cc1ccc2nc(Nc3ccc(C)c(Cl)c3)cc(C)c2c1	-19	-5	-0.5	-0.1
CC(C)CCNC(=O)c1cc(-c2ccccn2)nc2ccccc12	13	13	-1.7	0.1
Cn1c(SCC(=O)Nc2ccc(S(N)(=O)=O)cc2)nnc1-c1ccccc1	9	10	1.3	0.0
CCCCOc1ccc(C(=O)Oc2ccc(-c3cnc4ccccc4n3)cc2)cc1	-6	14	0.7	0.1
O=C1/C(=C/c2ccc([N+](=O)[O-])cc2)C=C(c2ccccc2)N1c1ccc(Cl)cc1Cl	11	-5	0.2	0.0
COc1ccccc1N(CC(=O)Nc1ccccc1C(F)(F)F)S(C)(=O)=O	4	-2	-1.3	-0.1
O=C(c1ccc(F)cc1)C1CCN(CCn2c(=S)[nH]c3ccccc3c2=O)CC1	2	-8&15	1.2&1.8	-0.1&0.0
Brc1ccc(OCc2ccccc2)c(CNCCN2CCOCC2)c1	6	4	1.6	0.1

Source: PubChem BioAssay (The Scripps Research Institute Molecular Screening Center)
